Screening data as filed in PubChem.
RORgamma inh: qHTS for inhibitors of ROR gamma transcriptional activity | Nuclear receptor ROR-gamma (Mus musculus), P51450 | Drosophila S2 Gal4-RORgamma UAS-luciferase reporter, 20 h | Potency, µM (top dose mostly 53.6 µM), for inactives: at the top dose activity change, negative = inhibition, most hits filed as inhibitors | hit rate 5.4% among 310,000; note: % is set by controls: 0 for no effect and ±100 for the full control effect; nearly all actives have a fitted effect of over 60% in size
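Stably transfected Drosophila Schneider cells are the test system, with ROR gamma fused to Gal4 and luciferase under UAS control; luminescence is read after 20 hr of 700 uM copper sulfate induction at ambient temperature.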
Rab9 prom act: qHTS Assay for Rab9 Promoter Activators; Potency, µM (doses to about 9.22 µM), for the others: at the top dose activation, negative = inhibition, most hits filed as activators; hit rate 2.8% among 320,000; Huh7 Rab9 promoter-luciferase reporter, luminescence, 24 h; note: % of control where 0% means no effect; nearly all actives have a fitted effect of over 60% in size
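Cells were plated at 1500 per well in reduced-serum medium with 10% FBS and left 2 h. Compound in DMSO was then added for 24 h at 37 °C. Reporter signal was read by luminescence after 10 min with luciferase detection reagent.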
MBNL1 CUG block: qHTS Assay for Inhibitors of MBNL1-poly(CUG) RNA binding. Muscleblind-like protein 1 (Homo sapiens), Q9NR56. TR-FRET MBNL1-His/biotin-(CUG)12 binding, 665/545 ratio. Potency, µM (series often up to 57.5 µM), without a hit: at the top dose activity change, negative = inhibition, most hits filed as inhibitors. hit rate 0.036% among 280,000. AID 2675, 2010; active = well fitted inhibition curve with a large enough effect in the signal ratio, with a control signal flat, not every such curve was filed as active; inconclusive = small, poorly fitted or top-dose-only effect, or effect the other way, or a change in a side signal; inactive = no such curve, though single readings can be large or run the other way; the % refers to the signal ratio; note: % is set by controls: 0 for no effect and ±100 for the full control effect
Target sequence (Q9NR56 whole entry, looked up): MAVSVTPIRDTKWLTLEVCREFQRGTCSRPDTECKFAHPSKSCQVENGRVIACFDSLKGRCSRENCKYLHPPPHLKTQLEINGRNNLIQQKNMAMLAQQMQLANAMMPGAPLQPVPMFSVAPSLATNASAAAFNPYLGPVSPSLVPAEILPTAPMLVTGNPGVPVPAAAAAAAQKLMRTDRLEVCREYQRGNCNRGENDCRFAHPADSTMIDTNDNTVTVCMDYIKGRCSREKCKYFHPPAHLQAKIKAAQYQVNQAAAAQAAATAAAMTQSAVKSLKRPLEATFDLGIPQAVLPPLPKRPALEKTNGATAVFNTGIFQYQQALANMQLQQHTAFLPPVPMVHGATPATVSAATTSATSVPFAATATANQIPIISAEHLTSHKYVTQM
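Compounds (final 92 nM to 58 uM) are added to His-tagged MBNL1 and biotin-(CUG)12, then terbium anti-His antibody and streptavidin-XL665 (5 nM final). After 60 min at room temperature, the 665/545 nm ratio is read.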
NPC1 prom act: qHTS Assay for NPC1 Promoter Activators; Huh7 NPC1 promoter luciferase reporter, 24 h; hit rate 2.4% among 320,000; Potency, µM (highest dose often 9.22 µM), without a hit: top-dose activation, most hits filed as activators; AID 485313, 2010;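 note: % of control where 0% means no effect; nearly all actives have a fitted effect of over 60% in size; reporter is driven by a mutant NPC1 promoter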
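Readout is luciferase luminescence, reflecting NPC1 promoter activation in stably transfected Huh7 cells after 24 h compound exposure at 37 °C in reduced-serum medium with 10% FBS.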
Gal4-VP16 FLuc: VP16 counterscreen qHTS for inhibitors of ROR gamma transcriptional activity; Drosophila S2 Gal4-VP16 UAS-luciferase, luminescence, 20 h; Potency, µM (top dose mostly 53.6 µM), for inactives: top-dose activity, negative = inhibition, hits mostly inhibitors; hit rate 3.5% among 310,000; AID 2546, 2010;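 note: Gal4-VP16 expression switched on by copper sulfate through the metallothionein promoter; % is set by controls: 0 for no effect and ±100 for the full control effect; nearly all actives have a fitted effect of over 50% in size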
uPA surface inh: qHTS for Inhibitors of Cell Surface uPA Generation; cell surface uPA generation assay, qHTS; Potency, µM (series often up to 38.3 µM), for inactives: top-dose activity change, negative = inhibition, actives largely listed as inhibitors; hit rate 0.31% among 330,000; AID 540303, 2011; active = well fitted inhibition curve with a large enough effect; inconclusive = small, poorly fitted or top-dose-only effect; inactive = no such curve, though single readings can be large or run the other way; tested in mouse RAW 264.7 cells; note: % is set by controls: 0 for no effect and ±100 for the full control effect; nearly all actives have a fitted effect of over 55% in size
ELG1 genotox: qHTS screen for small molecules that induce genotoxicity in human embryonic kidney (HEK293T) cells expressing luciferase-tagged ELG1 | Potency, µM (doses to about 46 µM), for inactives: at the highest dose activity change, positive = activation, hits mostly activators | hit rate 1.3% among 330,000 | AID 504466, 2011 | HEK293T ELG1-luciferase reporter, luminescence, 16 h; note: % of control where 0% means no effect; nearly all actives have a fitted effect of over 60% in size
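After overnight (16 hr) compound treatment at 37 °C, ELG1-luciferase HEK293T cells were lysed with ONE-Glo; luminescence quantified 30 min later at room temperature.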
BRCA1 expr up: qHTS Assay to Identify Small Molecule Activators of BRCA1 Expression | Potency, µM (top dose mostly 46.1 µM), without a hit: at the highest dose activation, most hits filed as activators | hit rate 1.1% among 380,000 | AID 624202, 2012 | MCF7-BRCA1-FFLuc reporter, luminescence, 48 h; response scale: scaled: vehicle 0%, 10 µM genistein 100%; note: nearly all actives have a fitted effect of over 80% in size; some results filed as inactive show a strong effect at the top dose
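First, MCF7-BRCA1-FFLuc cells (2000/well) attach for 2 h; next, compounds are pin-added and incubated 48 h at 37 °C; finally, luciferase reagent is added and luminescence read after 15 min.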
p53 reactivation: qHTS assay for re-activators of p53 using a Luc reporter; hit rate 0.063% among 320,000; Potency, µM (series often up to 92.2 µM), without a hit: at the top dose activity change, positive = activation, actives largely listed as activators; AID 504706, 2011; H1299 p53-A138V BP100-luciferase reporter, luminescence, 24 h; note: % of control where 0% means no effect; nearly all actives have a fitted effect of over 45% in size
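H1299 (p53-null), stable ts p53-A138V + BP100-Luc; 1000 cells/well, Opti-MEM/10% FBS; cpd 4 pt, 1:5; 24 h, 37 deg C, 5% CO2; detection reagent 10 min RT; luminescence.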
CXXC DNA block: qHTS Fluorescence Polarization Assay for Inhibitors of MLL CXXC domain - DNA interaction; hit rate 0.037% among 290,000; Potency, µM (top dose mostly 115 µM), for inactives: at the highest dose activity change, negative = inhibition, actives largely listed as inhibitors; MLL-CXXC / FITC-HOXA9 DNA fluorescence polarization; Histone-lysine N-methyltransferase 2A (Homo sapiens), Q03164; AID 2662, 2010; active = well fitted inhibition curve with a large enough effect in the polarisation, with a control signal flat, not every such curve was filed as active; inconclusive = small, poorly fitted or top-dose-only effect, or effect the other way, or a change in a side signal; inactive = no such curve, though single readings can be large or run the other way; the % refers to the polarisation
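Fluorescence polarization: 7 uM MLL-CXXC (stock) preincubated 5 min with compounds, then 50 nM fluorescein-HOX-A9 DNA (stock) added; 30 min ambient. Buffer 50 mM Tris-HCl pH 7.5, 50 mM NaCl, 1 mM DTT, 0.05% BSA.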
FLuc counter: qHTS profiling assay for firefly luciferase inhibitor/activator using purifed enzyme and Km concentrations of substrates (counterscreen for miR-21 project); Luciferin 4-monooxygenase (Photinus pyralis), P08659; purified FLuc, Km substrates, luminescence inhibition; Potency, µM (series often up to 57.5 µM), for inactives: top-dose activity change, negative = inhibition, hits mostly inhibitors; hit rate 6.9% among 360,000;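 note: plate controls were vehicle for no effect and reference inhibitor for full effect; nearly all actives have a fitted effect of over 55% in size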
Target sequence (P08659 whole entry, looked up): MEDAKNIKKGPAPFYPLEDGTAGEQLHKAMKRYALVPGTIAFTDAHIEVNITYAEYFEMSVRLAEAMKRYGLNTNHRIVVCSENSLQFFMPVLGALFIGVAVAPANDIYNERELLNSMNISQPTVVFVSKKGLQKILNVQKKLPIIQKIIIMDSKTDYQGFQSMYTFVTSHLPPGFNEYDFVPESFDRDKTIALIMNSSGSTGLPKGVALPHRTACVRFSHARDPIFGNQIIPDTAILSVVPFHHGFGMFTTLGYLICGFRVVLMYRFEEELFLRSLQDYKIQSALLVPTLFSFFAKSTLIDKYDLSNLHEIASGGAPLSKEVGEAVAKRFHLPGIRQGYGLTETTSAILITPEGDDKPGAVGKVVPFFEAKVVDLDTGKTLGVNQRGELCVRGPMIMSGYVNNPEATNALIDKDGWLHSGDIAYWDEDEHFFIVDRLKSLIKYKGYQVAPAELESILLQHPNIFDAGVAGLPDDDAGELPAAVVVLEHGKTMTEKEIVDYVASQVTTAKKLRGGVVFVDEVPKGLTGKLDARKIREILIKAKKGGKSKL
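Purified P. pyralis luciferase (10nM final) with 10uM D-luciferin and 10uM ATP (Km levels) in 50mM Tris acetate pH 7.5, 10mM Mg acetate, 0.01% Tween-20, 0.05% BSA; qHTS 6-point titration, ~60 µM downward; luminescence read.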
Active calls of the source: *; ? = inconclusive; . = no result given; [ ] = dose if it differs, or a comment. Unless noted, calls come from the whole dose curve; as a rule, active = well fitted curve in the direction sought with a large enough effect; inconclusive = small, poorly fitted or top-dose-only effect, or another doubt; inactive = no such curve, though single readings can be large; an effect the other way counts as inactive or inconclusive. Potency is the fitted concentration of half-maximal effect.

Fields: RORgamma inh	Rab9 prom act	MBNL1 CUG block	NPC1 prom act	Gal4-VP16 FLuc	uPA surface inh	ELG1 genotox	BRCA1 expr up	p53 reactivation	CXXC DNA block	FLuc counter
[1] O=C(Nc1sc2c(c1C(=O)O)CCCCC2)c1ccccc1
  ?	0.89µM*	-22%	2.8µM*	?	-18%	-2%	-15%	2%	-11%	4.8µM*
[2] OCCNc1nc(C2CC2)nc2c1nnn2Cc1ccccc1Cl
  -3%	9%	-6%	-1%	-10%	.	-1%	7%	-9%	-3%	-7%
[3] CN(C)S(=O)(=O)c1ccc(N2CCCC2)c(C(=O)Nc2ccccc2)c1
  .	-1%	.	-2%	.	-9%	-12%	-24%	-3%	.	-1%
[4] Cc1ccc(CNc2ccc3c(c2)ncn3C)cc1
  8%	2µM*	9%	3.2µM*	6%	-11%	8.2µM*	5µM*	20%	18%	12µM*
[5] Cc1ccc(/C=C/C(=O)NCc2ccncc2)cc1
  43%	6%	-3%	2%	4%	3%	3%	17%	21%	-12%	?
[6] Cc1ccc(Cn2cc(C(=O)NN)c(=O)c3ccc(F)cc32)cc1
  -7%	2%	-2%	-1%	-2%	?	-9%	-26%	13%	6%	0%
[7] CC(=O)Nc1cccc(C(=O)OCC(=O)N2CCC(c3ccccc3)=N2)c1
  .	?	.	?	.	0%	?	?	24%	.	15µM*
[8] Nc1cccc(NP(=O)(c2ccccc2)c2ccccc2)c1
  1%	-1%	-11%	0%	2%	13%	-2%	17%	1%	-10%	0%
[9] CCOC(=O)CN(Cc1sccc1C)C(=O)Nc1ccc(OCC)cc1
  ?	-2%	-14%	0%	21%	2%	1%	-2%	2%	0%	2%
[10] CCCCNC(=O)Cn1c(=O)oc2cc(S(=O)(=O)N3CC(C)CC(C)C3)ccc21 (configuration not stated)
  -9%	-4%	13%	-5%	-3%	-9%	-3%	-19%	-6%	-1%	1%
[11] O=C(NCc1ccccn1)C(=O)N/N=C/c1ccccc1O
  ?	11%	15%	1%	-1%	0%	3%	0%	5%	-2%	-11%
[12] CCOc1ccc(NC(=O)CCNC(=O)Cn2cnc3ccccc3c2=O)cc1
  1%	14%	-2%	-2%	3%	1%	1%	0%	5%	9%	1%
[13] O=[N+]([O-])c1cccc(S(=O)(=O)NCCCn2ccnc2)c1
  1%	3%	?	0%	-3%	-1%	-5%	-1%	8%	5%	0%
[14] O=C(Cn1nc(C(F)(F)F)c2c1CCCC2)NCCN1CCOCC1
  15%[0.365 µM]	3%	-5%	-2%	.	.	-7%	0%	-14%	1%	4%
[15] Cc1c(NC(=O)C2CC=CCC2C(=O)O)c(=O)n(-c2ccccc2)n1C (configuration not stated)
  -1%	9%	-4%	-2%	-4%	0%	3%	-4%	-7%	0%	-1%
[16] CC(=O)CCc1oc2c([N+](=O)[O-])cccc2c1-c1ccc(C)o1
  -94%	10%	?	0%	?	-22%	-3%	-34%	-1%	2%	-4%
[17] CC1=CC(c2ccccc2)n2nc(N3C(=O)CCC3=O)nc2N1 (configuration not stated)
  9%	-6%	4%	0%	5%	-3%	-2%	32%	3%	21%	-1%
[18] CCC(Sc1nc2c(cnn2-c2ccccc2)c(=O)[nH]1)C(=O)OC (configuration not stated)
  -44%	3%	-9%	1%	-5%	-18%	-3%	-16%	1%	-14%	1%
[19] CCN(CC)S(=O)(=O)c1cccc(C(=O)Oc2cccnc2)c1
  -23%	-7%	-4%	0%	1%	-7%	-2%	19%	-1%	7%	6%
[20] Cc1ccc(C(=O)N/N=C\c2c(C)nn(-c3ccccc3)c2Cl)cn1
  16%	-4%	-2%	3%	3%	-5%	6%	7%	0%	11%	11µM*
[21] CC(C)C1(C)C(=O)N=C2c3ccccc3C(=O)N21 (configuration not stated)
  5%	-1%	2%	0%	9%	0%	-1%	47%	-5%	2%	-3%
[22] CSc1ncccc1C(=O)Nc1ccc(OC(F)(F)F)cc1
  19%	1%	11%	-1%	-8%	3%	-1%	63%	-3%	-15%	-13%
[23] O=C(c1ccc2c(c1)OCO2)N1CCN(C(=O)c2ccco2)CC1
  -17%	14%	5%	1%	2%	.	-1%	4%	-4%	11%	-2%
[24] CCOC(=O)C1CCCN(CC(=O)Nc2c(C(=O)OC)[nH]c3ccccc23)C1 (configuration not stated)
  11%	-2%	-1%	-7%	-10%	1%	-4%	1%	-12%	0%	1%
[25] CCOc1cccc2cc(-c3nnc(NCc4ccc5c(c4)OCO5)s3)c(=O)oc12
  -13%	-5%	-1%	-14%	-21%	3%	16%	-18%	21%	14%	-4%
[26] COc1ccc(NC(=O)CCNC(=O)c2ccc([N+](=O)[O-])cc2)cc1S(=O)(=O)N1CCOCC1
  .	6%	.	1%	.	12%	2%	-4%	0%	.	1%
[27] Cc1cc(C(=O)OCC(=O)NCCc2ccc(S(N)(=O)=O)cc2)c2ccccc2n1
  .	-3%	.	1%	.	-1%	1%	-13%	-5%	.	1%
[28] Cn1c(N)c(C(=O)COC(=O)C2CCN(S(=O)(=O)c3cccs3)CC2)c(=O)n(C)c1=O
  11%	-2%	0%	2%	-1%	3%	0%	0%	1%	3%	1%
[29] Cc1c(NC(=S)NC(=O)COc2ccccc2)c(=O)n(-c2ccccc2)n1C
  17%	2%	-2%	-2%	0%	0%	1%	-10%	-6%	0%	0%
[30] CCC(Sc1nc(N)cc(N)n1)C(=O)O (configuration not stated)
  3%	-3%	1%	5%	-1%	1%	1%	0%	1%	12%	5%
[31] O=C(O)CC1S/C(=N/N=C/c2ccc(Br)cc2)N(c2ccccc2)C1=O (configuration not stated)
  18%	1%	17%	-5%	7%	4%	1%	14%	1%	-4%	?
[32] Cc1ccc2nc(NC(=O)C3CSC4(C)CCC(=O)N34)sc2c1 (configuration not stated)
  .	-3%	.	-7%	.	-5%	?	-25%	0%	.	?
[33] CC(=O)Nc1cccc(NS(=O)(=O)Cc2ccc(Cl)cc2)c1
  ?	1%	-2%	-5%	-6%	2%	-5%	21%	-2%	0%	-2%
[34] COc1ccc(-n2c(-c3ccccc3)c[n+]3c2CCC3)cc1
  ?	-40%[inhibitor]	-5%	-39%[inhibitor]	?	-16%	-8%	-75%	1%	3%	1%
[35] CCOc1ccc(Br)cc1-c1noc(-c2cccs2)n1
  -3%	14%	2%	22%	-1%	14%	1%	7%	8%	11%	4%
[36] COc1cccc(NS(=O)(=O)c2ccc(-c3coc(C)n3)cc2)c1
  ?	-3%	-6%	-1%	?	3%	0%[9.26 µM]	-19%	-2%	2%	1%
[37] COc1ccc(/C=N/OCc2ccccc2C#N)c(OC)c1
  15%	?	0%	4µM*	6%	-11%	?	?	16%	5%	21µM*
[38] COc1ccc(CNC(=O)C(OC(=O)c2nsc(Cl)c2Cl)C(C)C)cc1 (configuration not stated)
  1%	-5%	-7%	-1%	-24%	3%	0%	-7%	-2%	-1%	-9%
[39] CCN(CC(=O)NCc1ccc2c(c1)OCO2)S(=O)(=O)c1ccc(F)cc1
  2%	-4%	1%	-2%	5%	6%	-10%	2%	-10%	13%	0%
[40] CCC1(C)Cc2ccccc2-c2nc3n(c(=O)c21)CCS3 (configuration not stated)
  -9%	-1%	.	1%	4%	-21%	-7%	-37%	-6%	5%	4%
[41] COc1ccccc1CC(=O)NC(=O)c1ccccc1O
  33%	-3%	3%	-6%	1%	2%	1%	1%	-4%	1%	-7%
[42] CC1CCCC(C)N1C(=O)CSc1nnc(-c2cccs2)o1 (configuration not stated)
  25%	1.6µM*	2%	1.1µM*	-27%	-9%	?	?	?	-5%	12µM*
[43] S=C(NCCc1ccccc1)Nc1ccc(Br)cc1
  5µM*	?	-11%	20%	?	0%	14%	2%	?	3%	19µM*
[44] CCOc1ccccc1C(=O)N(C)Cc1cc2ccccc2[nH]c1=O
  23%	1%	0%	-7%	1%	1%	0%	-1%	-4%	0%	8%
[45] Cc1nc2sc(C(c3ccc(C(C)C)cc3)N3CCN(CCO)CC3)c(O)n2n1 (configuration not stated)
  ?	-2%	7%	-4%	12%	3%	12%	24%	-6%	-4%	-6%

A portion of the library; rates above refer to the full screens.
